Source: PubChem BioAssay (National Center for Advancing Translational Sciences (NCATS))
ERK EGF inh: inhibitors of EGF-stimulated ERK signaling pathway | Potency, µM (top dose mostly 11.5 µM), inactives show at the top dose activity change, negative = inhibition, most hits filed as inhibitors | hit rate 0.41% among 130,000 | HEK293-V1b, EGF-stimulated phospho-ERK AlphaScreen | AID 1454; active = well fitted inhibition curve with a large enough effect; inconclusive = small, poorly fitted or top-dose-only effect, or effect the other way;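 note: plate controls were stimulated vehicle wells for no effect and unstimulated vehicle basal for full effect; nearly all actives have a fitted effect of over 55% in size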
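After overnight plating in 1% FBS, HEK293-V1b cells received test compound for half an hour, then a 5 min pulse of EGF (25 nM); ERK phosphorylation in lysates was read by bead-based AlphaScreen.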
Numbers without * were called inactive; ? = inconclusive; [ ] = another dose, or the depositor's remark. Potency is the fitted concentration of half-maximal effect. Only part of the results is shown; rates above refer to the full screens.

SMILES | ERK EGF inh
NS(=O)(=O)c1ccc(NC(=O)C(=O)NCCC(=O)O)cc1 | 3.2%[57.5 µM]
COc1ccc(N(C)S(=O)(=O)c2cccc(C(=O)NC3CCCCC3C)c2)cc1 (configuration not stated) | -5.8%
CC(C)C(=O)NC(CC(=O)O)c1ccccc1 (configuration not stated) | 0.3%[57.5 µM]
CC(C)Oc1ccc(C(CC(=O)O)NC(=O)C(Sc2ccccc2)c2ccccc2)cc1 (configuration not stated) | 8.3%
COc1ccc(/C=N/n2cncn2)cc1Cn1cc([N+](=O)[O-])cn1 | -10.6%[57.5 µM]
O=C(O)C1SCCN1S(=O)(=O)c1ccc(N=NN2CCOCC2)cc1 (configuration not stated) | 10.9%
COc1ccc(NC(=O)C2CCCN(S(=O)(=O)c3cccc4nonc34)C2)cc1OC (configuration not stated) | -0.3%
CC(=O)CCn1c(=O)n(CCC(C)=O)c(=O)n(CCC(C)=O)c1=O | 3.7%
O=C(O)[C@H]1CN[C@H](C(=O)O)C1 | -1.2%
C=C1C(C(=O)Nc2ccc(OCC)cc2)C1C(=O)Nc1ccc(OCC)cc1 (configuration not stated) | -0.4%
CC12COC3(C(=O)Nc4ccc([N+](=O)[O-])cc4)CC1CCC32C (configuration not stated) | 1.3%
O=C(CC1C(=O)NCCN1C/C=C/c1ccccc1)NCCc1ccncc1 (configuration not stated) | 3.0%
O=C(c1ccc(S(=O)(=O)N2CCCCCC2)cc1)N(c1ccccn1)C1CCCCC1 | 1.6%
Cc1ccc(C(=O)N(CC(=O)NC2CCCCC2)c2ccccc2F)s1 | -1.1%
COc1cc2c(cc1NC(=O)Cc1ccc(C)cc1)oc1ccccc12 | -10.0%
CCOC(=O)C1CCCN(C(=S)Nc2cccc(Cl)c2)C1 (configuration not stated) | 5.1%
CCOc1ccccc1NC(=O)/C(C#N)=C/c1c(C)nn(-c2ccc(F)cc2)c1Cl | -3.1%
O=C(COC(=O)c1cc(Br)ccc1Cl)NC1CCCC1 | -11.4%
CC(=O)Cc1nsc(NC(=O)c2ccc(-c3ccc(Cl)c(Cl)c3)o2)n1 | -0.3%
O=C(CSc1ccc(-c2cccs2)nn1)N1CCCCC1 | -11.0%
C/C=C/c1ccc(OCCCCOc2ccc(OC)cc2)c(OC)c1 | 1.4%
O=C(CSc1ncnc2c1sc1ccccc12)Nc1ccc(Br)cc1 | -3.6%
CNc1ncnc(Sc2ccc(Cl)cc2)c1[N+](=O)[O-] | 1.3%[57.5 µM]
CC(=O)OCC(OC(C)=O)C(OC(C)=O)C(OC(C)=O)C(=O)Nc1ccccc1 (configuration not stated) | -5.9%
CCC[C@H]1C[C@H](C(=O)N[C@@H]([C@H]2O[C@@H](SC)[C@@H](O)[C@@H](O)[C@@H]2O)[C@H](C)Cl)N(C)C1 | -3.7%[25.7 µM]

Brought forward from above: 4 compounds, followed by the next part.
SMILES | ERK EGF inh
O=C(CSc1ncnc2c1sc1ccccc12)Nc1ccc(Br)cc1 | -3.6%
CNc1ncnc(Sc2ccc(Cl)cc2)c1[N+](=O)[O-] | 1.3%[57.5 µM]
CC(=O)OCC(OC(C)=O)C(OC(C)=O)C(OC(C)=O)C(=O)Nc1ccccc1 (configuration not stated) | -5.9%
CCC[C@H]1C[C@H](C(=O)N[C@@H]([C@H]2O[C@@H](SC)[C@@H](O)[C@@H](O)[C@@H]2O)[C@H](C)Cl)N(C)C1 | -3.7%[25.7 µM]
C=COCCNC(=S)N1CCOCCOCCN(C(=S)NCCOC=C)CCOCCOCC1 | -2.8%
O=C(Cc1nc2ccccc2[nH]1)c1cccc([N+](=O)[O-])c1 | 5.4%[57.5 µM]
CC(C)N(C(=O)Cn1cc(SCC(N)=O)c2ccccc21)C(C)C | -1.8%
Cn1c(-c2cccc([N+](=O)[O-])c2)cnc1NCc1ccc(C#N)cc1 | 2.3%
COc1ccc(S(=O)(=O)N2CCNC(=O)C2)cc1Br | -0.6%
CCc1ccc2c(c1)c1nnc(NN)nc1n2C | 2.6%[57.5 µM]
COc1ccc(OCc2nnc(SCC(=O)N3CCOCC3)o2)cc1 | -7.6%
CC(C)C(=O)O/N=C1\CCS(=O)(=O)c2sccc21 | -8.7%
NC(=NCCc1ccccc1)NS(=O)(=O)c1ccccc1 | 3.4%
CCN(CC)S(=O)(=O)c1ccc(Cl)c(NC(=O)COC(=O)c2c(C)noc2C)c1 | 7.5%
CC(C)CC(=O)NC(=S)Nc1ccc(S(=O)(=O)Nc2nccs2)cc1 | 2.8%
CCOC(=O)C1(Cc2cccc(Cl)c2)CCCN(C(=O)c2cccc(C)n2)C1 (configuration not stated) | -3.4%
O=C(COC(=O)C1CC1)Nc1ccc2c(c1)OCO2 | 4.8%
COc1ccc(OCCCC(=O)Nc2cccc(SC)c2)cc1 | 7.9%
COc1ccccc1/C=C/CN1CCCC(CCC(=O)NCc2ccc(F)c(F)c2)C1 (configuration not stated) | -6.4%
CCOC(=O)C1(Cc2cccc(Cl)c2)CCCN(C(=O)C2CC2)C1 (configuration not stated) | -12.7%[57.5 µM]
C=CCNC(=O)COc1ccc(S(=O)(=O)N2CCCC2)cc1 | 1.5%
COCc1cc(S(=O)c2ccc(Cl)cc2)nc(C)n1 (configuration not stated) | -4.6%
O=C(NC(=S)Nc1ncccn1)c1ccccc1Cl | 2.1%
CCN(CC)c1ccc(NC(=O)COc2ccccc2C#N)cc1S(=O)(=O)Nc1ccccc1OC | 3.0%
CCc1cc2c(SCC(=O)N(C)C3CCS(=O)(=O)C3)ncnc2s1 (configuration not stated) | 14.2%[57.5 µM]
CC(Cc1cccs1)NC(=O)c1cccc(Cl)c1 (configuration not stated) | 17.0%
O=C(COC(=O)C1(c2cccc(F)c2)CCCC1)NCc1ccc2c(c1)OCO2 | 0.5%
COc1ccc(N2CCN(C(=O)c3cc(-c4cccs4)nc4ccccc34)CC2)cc1 | 5.6%
CC(C)CC(=O)NNC(=S)Nc1ccc(S(N)(=O)=O)cc1 | 10.7%

Going on with the list.
SMILES | ERK EGF inh
COCCNC(=O)C(c1ccc(C)o1)N(Cc1ccc(F)cc1)C(=O)Cn1nnc2ccccc21 (configuration not stated) | 1.1%
C[n+]1ccc(C(=O)N/N=C/c2ccco2)cc1 | 6.4%
Cc1ccc(NCc2nnc(SCC(N)=O)o2)c(C)c1 | -4.2%
COc1ccc(Cl)cc1N(CC(=O)N1CCCCC1)S(C)(=O)=O | 11.0%
N#CCCn1cc(CNCc2ccccc2)c(-c2cccc([N+](=O)[O-])c2)n1 | -0.2%
COc1ccccc1NC(=O)c1ccc(CS(=O)(=O)c2ccc(C)cc2)cc1 | 5.8%
Cc1c(C(=O)Nc2ccc(F)cc2)oc2ccc(S(=O)(=O)N3CCCC3)cc12 | -6.5%
CC(C)(C)NC(=O)N1CCCN(c2ccc(C(F)(F)F)cn2)CC1 | 10.3%[57.5 µM]
CN1CCCC(OC(=O)c2ccc(Cl)cc2)C1 (configuration not stated) | 7.6%[57.5 µM]
O=C(Cn1c(=O)n(Cc2ccc3c(c2)OCO3)c(=O)c2ccccc21)N1CCCc2ccccc21 | 5.1%
O=C(c1cc([N+](=O)[O-])ccc1Cl)N1CCN(c2ccccc2)CC1 | -2.6%
O=C1COc2ccc(-c3csc(NCCc4ccccc4)n3)cc2N1 | ?
COc1cccc(/C=C2\Oc3cc(OC(=O)N4CCOCC4)ccc3C2=O)c1 | 7.7%[57.5 µM]
Cn1cnc2c1c(=O)n(CC(O)CO)c(=O)n2C (configuration not stated) | -13.5%[57.5 µM]
CC(=O)Nc1ccc(/C=N/N2C(=O)NC(C)(c3ccc(OC(F)F)cc3)C2=O)cc1 (configuration not stated) | -7.2%
C(=N\Nc1ccccn1)/c1ccc(N2CCOCC2)cc1 | ?
OCCCCNCc1cc(Br)ccc1OCc1ccccc1 | 0.3%
CCN1C(=O)N/C(=C/c2cc(C)n(Cc3ccccc3)c2C)C1=O | 8.4%
CC(=O)n1nc(-c2cccnc2)nc1NCc1cccs1 | -8.6%
Cc1ccc(NS(=O)(=O)c2cc(C(=O)Nc3cccc(N(C)S(C)(=O)=O)c3)ccc2C)c(C)c1 | 2.2%
O=c1cc(Cc2ccccc2)[nH]c(=S)[nH]1 | -13.6%
COc1ccc(NC(=O)c2sc3nc(-c4cccnc4)ccc3c2N)cc1 | 0.3%[57.5 µM]
COc1ccc(OC)c(-c2nc(CN3CCCCC3c3cccnc3)c(C)o2)c1 (configuration not stated) | 5.4%
Cc1cccc(NC(=S)NNC(=O)c2ccc(O)cc2O)c1C | -3.3%
C/C(=N\NC(=O)C1COc2ccccc2O1)c1ccc(Cl)s1 (configuration not stated) | -0.1%

Quoted at random: 5 records from the list, in no set order.
SMILES | ERK EGF inh
CCN1C(=O)N/C(=C/c2cc(C)n(Cc3ccccc3)c2C)C1=O | 8.4%
CC(=O)Nc1ccc(/C=N/N2C(=O)NC(C)(c3ccc(OC(F)F)cc3)C2=O)cc1 (configuration not stated) | -7.2%
COc1ccccc1NC(=O)c1ccc(CS(=O)(=O)c2ccc(C)cc2)cc1 | 5.8%
N#CCCn1cc(CNCc2ccccc2)c(-c2cccc([N+](=O)[O-])c2)n1 | -0.2%
C(=N\Nc1ccccn1)/c1ccc(N2CCOCC2)cc1 | ?

(listing goes on)
SMILES | ERK EGF inh
COc1ccccc1C1CC(c2ccc(NS(C)(=O)=O)cc2)=NN1C(=O)c1ccccc1 (configuration not stated) | -3.9%
CC(C)=C1C2CCC1C1C(=O)N(CCc3ccccc3)C(=O)C21 (configuration not stated) | -5.5%
O=C(c1cccc([N+](=O)[O-])c1)N1CCCC(C(=O)N2CCCCCC2)C1 (configuration not stated) | -12.5%[57.5 µM]
FC(F)Oc1ccc(NC(=S)NCc2nc3ccccc3[nH]2)cc1 | -9.3%
CC1(C)CC(=O)C(C=Nc2ccc(C(=O)c3ccccc3)cc2N=CC2=C(O)CC(C)(C)CC2=O)=C(O)C1 | 5.6%
CCCCNC(=O)N1CCN(c2ccccc2OC)CC1 | 5.2%
CCS(=O)(=O)Nc1cccc(C2=NN(C(C)=O)C(c3cccs3)C2)c1 (configuration not stated) | 7.6%
O=C(/C=C1\NC2(CCCC2)Cc2ccccc21)C(=O)N/N=C/c1ccc(O)c(O)c1 | 30.3%
CCOC(=O)c1cc(C#N)c(C)nc1N(CC)CC | 12.5%[57.5 µM]
COc1ccc(C(C(=O)NC(C)(C)C)N(C(=O)Cn2nnc3ccccc32)c2cccc(C(C)=O)c2)cc1O (configuration not stated) | -3.7%[57.5 µM]
CCn1c(COc2ccc3c(c2)OCO3)nnc1SCC(=O)O | 4.6%
O=C(Oc1ccccc1)N1CCC2(CC1)CN(c1ncccn1)C2 | 7.4%
O=C1c2ccc(Oc3cccc([N+](=O)[O-])c3)cc2C(=O)N1c1ccccn1 | 26.8%
CCOC(=O)C1(CC2CCCCO2)CCN(C(=O)Nc2ccc(C(=O)OC)cc2)CC1 (configuration not stated) | 3.7%
Nn1c(Cc2cccc3ccccc23)nnc1SCc1c(Cl)cccc1Cl | -7.5%
Cc1ccccc1-n1nc(C)c2c(C(=O)NN)cc(-c3ccncc3)nc21 | 2.3%
COc1cccc(-c2csc(N3CCN(C(=O)Nc4ccc(Cl)cc4)CC3)n2)c1 | ?
COc1cc(O)c(C)c(O)c1 | 25.1%
COc1ccc(NC(=O)COC(=O)c2ccc(OCc3ccccc3Cl)c(OC)c2)c(OC)c1 | 2.3%
COc1ccc(Cl)cc1N(CC(=O)N/N=C/c1ccc(OCC(N)=O)cc1)S(C)(=O)=O | 4.5%
COCCn1c(=NC(=O)CN2C(=O)CCC2=O)sc2cc(S(N)(=O)=O)ccc21 | 5.7%
CCCn1c(SCC(=O)Nc2nnc(CC)s2)nnc1-c1ccncc1 | -2.2%
NC(=O)Cc1nc2scc(-c3ccccc3)c2c(=O)[nH]1 | -3.4%
CC(=O)Nc1ccc(Nc2ccccc2)cc1 | 2.7%[57.5 µM]
O=C(c1ccc(Br)cc1)N(c1ccccn1)C1CCCCC1 | 14.9%[57.5 µM]

Additional compounds
SMILES | ERK EGF inh
COc1ccc(C(=O)/C=C/c2ccc(OC)c(CN3CCOCC3)c2)cc1 | -1.5%
CCC(C(=O)OCC(=O)Nc1c(Cl)cccc1Cl)c1ccccc1 (configuration not stated) | -3.3%
CN(Cc1ccccc1)C(=C(Cl)Cl)/C(=C1/NCCN1C)[N+](=O)[O-] | 1.5%
O=C(/C=C/c1ccc(Br)cc1)c1ccc(NC(=O)c2ccco2)cc1 | 2.6%
O=C(NNC1CC(=O)N(c2ccccc2)C1=O)c1ccco1 (configuration not stated) | 0.8%
COc1ccccc1NS(=O)(=O)c1cc(N)ccc1N1CCCCC1 | 6.5%
Cc1cc(C)c(NC(=S)N(CCN(C)C)C(C)c2cccnc2)c(C)c1 (configuration not stated) | 7.2%
CC(=O)Oc1ccc(C(=O)Nc2ccccc2C(=O)NCC(C)C)cc1 | 8.8%
COc1ccc(OCCCC(=O)Nc2cccc([N+](=O)[O-])c2)cc1 | -31.2%
Cc1nc(N)sc1C(=O)NN | -7.2%[57.5 µM]
Cc1cc2c(cc1C)C(c1ccsc1)CC(=O)N2 (configuration not stated) | 12.8%
CC(O)CSc1nc2c(c(=O)[nH]c(=O)n2C)n1CC(O)COc1ccccc1 (configuration not stated) | 0.9%
CCOc1ccc2oc(C(=O)NC3CC(C)(C)NC(C)(C)C3)c(C)c2c1 | 3.6%
Nc1c(C(=O)OCC(=O)Nc2ccc(Cl)cc2[N+](=O)[O-])[nH]c(=O)[nH]c1=O | -5.5%[57.5 µM]
NC(=S)N/N=C1\CC(n2nnn(-c3cccc(Cl)c3)c2=S)C2COC1O2 (configuration not stated) | -3.3%

A different layout for some results above.
| smiles | ERK EGF inh |
| --- | --- |
| Cn1c(-c2cccc([N+](=O)[O-])c2)cnc1NCc1ccc(C#N)cc1 | 2.3% |
| CC(C)C(=O)O/N=C1\CCS(=O)(=O)c2sccc21 | -8.7% |
| Cn1cnc2c1c(=O)n(CC(O)CO)c(=O)n2C (configuration not stated) | -13.5%[57.5 µM] |
| COc1ccc(S(=O)(=O)N2CCNC(=O)C2)cc1Br | -0.6% |
| O=C(CSc1ncnc2c1sc1ccccc12)Nc1ccc(Br)cc1 | -3.6% |
